Screening data (PubChem)
Akt phos inh – Akt phosphorylation inhibition; Neuro2A IGF-stimulated pAkt S473 HTRF, 20 min; active compounds read low; activity change, % for hits at 50 µM; hit rate 0.32% among 360,000; in the data active = activity change below about -80%; inconclusive = mostly about -51% to -80%; also: % is scaled to controls: 0 for no effect and ±100 for the full control effect
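Neuro2A cells in DMEM with 0.5% FBS, overnight at 37 deg C, given compound at single 50 µM final, then IGF (6 nM final) for 20 min at 37 deg C. Lysed; phospho-Akt Ser473 by HTRF after 24 h, 665/615 ratio.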
EPAC2 agonist – agonists of human EPAC2 (RAPGEF4). Q8WZA2. EPAC2 activation, biochemical qHTS; response scale: 100% = 6.5 mM cAMP response. Potency, µM (doses to about 154 µM), inactives show at the highest dose activation, most hits filed as activators. hit rate 0.079% among 360,000. AID 720711; also: potency is read from the fitted curve at half-maximal effect; nearly all actives have a fitted effect of over 50% in size
Target sequence (Q8WZA2 whole entry, looked up): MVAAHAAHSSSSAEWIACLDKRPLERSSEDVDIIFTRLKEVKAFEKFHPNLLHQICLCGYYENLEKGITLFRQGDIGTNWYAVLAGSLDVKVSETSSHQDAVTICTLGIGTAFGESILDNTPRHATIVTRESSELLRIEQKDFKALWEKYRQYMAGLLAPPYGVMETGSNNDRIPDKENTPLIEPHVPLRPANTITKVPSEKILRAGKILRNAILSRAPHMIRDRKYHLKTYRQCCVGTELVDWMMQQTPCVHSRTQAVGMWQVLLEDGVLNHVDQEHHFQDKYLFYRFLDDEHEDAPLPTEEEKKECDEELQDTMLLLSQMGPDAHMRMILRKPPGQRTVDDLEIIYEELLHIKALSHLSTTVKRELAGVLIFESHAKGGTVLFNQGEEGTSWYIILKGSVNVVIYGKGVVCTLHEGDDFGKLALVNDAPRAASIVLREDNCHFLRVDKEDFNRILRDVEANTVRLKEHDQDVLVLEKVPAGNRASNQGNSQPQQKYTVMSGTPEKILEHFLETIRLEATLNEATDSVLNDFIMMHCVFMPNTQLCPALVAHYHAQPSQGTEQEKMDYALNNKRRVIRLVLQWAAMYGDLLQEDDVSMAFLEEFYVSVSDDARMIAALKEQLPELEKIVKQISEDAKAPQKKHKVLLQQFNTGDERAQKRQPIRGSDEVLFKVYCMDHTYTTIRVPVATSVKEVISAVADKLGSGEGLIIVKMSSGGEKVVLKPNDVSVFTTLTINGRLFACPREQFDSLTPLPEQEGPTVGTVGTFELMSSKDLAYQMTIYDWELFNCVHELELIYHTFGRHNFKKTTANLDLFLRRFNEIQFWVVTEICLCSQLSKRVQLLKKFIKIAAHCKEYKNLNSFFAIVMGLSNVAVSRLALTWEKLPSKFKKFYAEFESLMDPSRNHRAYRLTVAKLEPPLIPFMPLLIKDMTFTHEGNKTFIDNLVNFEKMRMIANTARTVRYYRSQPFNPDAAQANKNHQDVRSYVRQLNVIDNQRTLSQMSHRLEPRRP
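In this primary screen, activation is scored as increased exchange of BODIPY-GDP from Rap1B by 100 nM EPAC2, with 50 uM GDP as competitor. Signal is normalized to the 6.5 mM cAMP agonist control.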
MmCpn inh – inhibitors of Methanococcus maripaludis chaperonin (MmCpn); hit rate 0.031% among 330,000; purified Mm-Cpn ATPase, ADP Transcreener TR-FRET; Potency, µM (doses to about 76.9 µM), for the others: at the highest dose activity, negative = inhibition, actives largely listed as inhibitors; AID 504842; also: potency is read from the fitted curve at half-maximal effect; % is scaled to controls: 0 for no effect and ±100 for the full control effect; nearly all actives have a fitted effect of over 80% in size
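Quantitative HTS used 25 nM Mm-CPN and 10 uM ATP in magnesium/KCl Tris buffer, pH 7.4, with 1 mM DTT. Hydrolysis ran 30 min at 37°C; ADP was read by HTRF.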
Nrf2 activator – activates Nrf2 signaling; AREc32 ARE-luciferase reporter (MCF7-derived line), luminescence, 24 h; Potency, µM (top dose mostly 46.1 µM), inactives show top-dose activation, hits mostly activators; hit rate 0.31% among 410,000; AID 624171; also: potency is read from the fitted curve at half-maximal effect; % of control where 0% means no effect; nearly all actives have a fitted effect of over 65% in size
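AREc32_Fluc, 1000 cells/well, OPTI-MEM + 5% FBS, o/n 37 deg C 5% CO2; 23 nL cpd by pin tool, 24 hr; Steady-Glo 30 min RT, luminescence.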
TGFb inhibitor – inhibitors of TGF-b signaling; Potency, µM (doses to about 46.1 µM), for the others: at the top dose activity, negative = inhibition, most hits filed as inhibitors; HepG2 CAGA-GFP TGF-b/SMAD3 reporter, GFP fluorescence, 18 h; TGF-beta stimulated, 500 pg/mL final; AID 588855; hit rate 1.2% among 410,000; also: potency is read from the fitted curve at half-maximal effect; % is scaled to controls: 0 for no effect and ±100 for the full control effect; nearly all actives have a fitted effect of over 65% in size
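Using HEPG2 CAGA-GFP reporter cells at 1000 cells/well, we pinned test compounds, stimulated with recombinant TGF-beta (500 pg/mL final) and measured total well GFP after 18 h.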
CCT chaperon mod – cytosolic chaperonin activity modulation. purified chaperonin ATPase assay, HTRF ADP detection, 30 min. activity change, % (concentration not given with the values), hits read low. hit rate 0.3% among 360,000. AID 651819; in the data active = activity change below about -30%; also: % is scaled to controls: 0 for no effect and ±100 for the full control effect
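We incubate TRiC, 40 or 20 nM final, with library compounds at 76 uM and 10 uM ATP for 30 min at 37 °C. ADP formed is detected with Transcreener HTRF reagents after 30 min at room temperature.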
A549 viability – A549 cytotoxicity, counter-screen for Nrf2 inhibitors; A549 ARE-Fluc cells, CellTiter-Fluor viability, 18-24 h; Potency, µM (doses to about 46 µM), without a hit: at the top dose activity change, negative = cytotoxicity, hits mostly inhibitors; hit rate 0.16% among 390,000; also: potency is read from the fitted curve at half-maximal effect; % is scaled to controls: 0 for no effect and ±100 for the full control effect
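A549 ARE-Fluc cells in 5% FBS OPTI-MEM, 5000 cells/well, rested 2 h then exposed to compounds in concentration-response for 18-24 h at 37 °C. Viability by CellTiter-Fluor fluorescence (Ex 405/Em 525) after 30 min; luciferase luminescence (BugLite, 15 min, RT) read afterwards.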
EPAC2 antag – blocks human EPAC2 exchange factor; EPAC2 GEF exchange of Rap1B-BODIPY-GDP, fluorescence; Potency, µM (doses to about 114 µM), inactives show at the top dose activity, negative = inhibition, usual class: inhibitors; hit rate 0.18% among 360,000; AID 720708; also: potency is read from the fitted curve at half-maximal effect; % is scaled to controls: 0 for no effect and ±100 for the full control effect; nearly all actives have a fitted effect of over 45% in size; many of its hits are not listed in these tables
Nrf2 inh – inhibitors of Nrf2 signaling; A549 ARE-Fluc reporter, luciferase luminescence, 18-24 h; Potency, µM (top dose mostly 46 µM), without a hit: at the highest dose activity change, negative = inhibition, hits mostly inhibitors; hit rate 2.1% among 360,000; also: potency is read from the fitted curve at half-maximal effect; % is scaled to controls: 0 for no effect and ±100 for the full control effect; nearly all actives have a fitted effect of over 60% in size
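In this cell-based qHTS, ARE-driven firefly luciferase in A549 cells reports Nrf2 activity; the luminescent signal after BugLite lysis is the measured value, with a prior CellTiter-Fluor read for cell health.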
Active calls of the source: *; i = inactive; ? = inconclusive; / = not tested or not shown; & = joins results of further samples; [ ] = another dose, or the depositor's remark. Unless noted, calls follow the shape of the dose curve; as a rule, active = well fitted curve in the direction sought with a large enough effect; inconclusive = small, poorly fitted or top-dose-only effect, or another doubt; inactive = no such curve, though single readings can be large; an effect the other way counts as inactive or inconclusive.

SMILES	Akt phos inh	EPAC2 agonist	MmCpn inh	Nrf2 activator	TGFb inhibitor	CCT chaperon mod	A549 viability	EPAC2 antag	Nrf2 inh
Cc1ccc(Nc2nc(N3CCOCC3)nc(N3CCOCC3)n2)cc1Cl	i	1%	-1%	2.3%	21%	-2.0	11%	5%	-17%
CC(=O)c1ccc(S(=O)(=O)N(C)CC(=O)N2CCCCCC2)cc1	i	10%	-1%	-0.6%	0%	-0.7	4%	13%	1%
CN1C(=O)c2ccc(C(=O)Nc3nccs3)cc2C1=O	i	5%	-11%	-0.4%	1%	0.2	-2%	0%	7%
COc1ccc(S(=O)(=O)Nc2ccc(Cl)cn2)c(C)c1C	i	7%	2%	0.0%	0%	-1.8	-3%	0%	?
CCOc1ccc(/C=C/C(=O)Nc2ccc3nc(N(CC)CC)cc(C)c3c2)cc1OC	/	/	/	12%	?	/	?	/	-15%[9.27 µM]
CCOC(=O)c1c(-c2ccccc2)oc2ccc(NS(=O)(=O)c3ccccc3)cc12	/	/	/	0.3%	16µM*	/	-3%	/	?
Cc1cc(NC(=O)COC(=O)c2ccc(OC(F)(F)F)cc2)no1	i	-3%	-2%	0.4%	-25%	-0.6	-3%	-1%	11%
CC(C)CC1C(=O)N(Cc2cn(CCC3OCCO3)nn2)CCS(=O)(=O)N1Cc1ccc(-c2ccc(F)nc2)cc1 (stereo not drawn)	i	4%	/	0.3%	11%	2.7	/	?	/
Cc1ccccc1NC(=O)COc1ccc(S(=O)(=O)N2CCCC2)cc1C	i	-6%	?	-0.6%	3%	1.0	-3%	-1%	-5%
CC(C)CNS(=O)(=O)c1ccc(S(=O)(=O)N2CCN(C3CCCC3)CC2)cc1	i	8%	3%	0.4%	-54%	0.7	-6%	5%	-22%
COc1ccc(NS(=O)(=O)c2cc(NC(=O)[C@H](C)NC(N)=O)ccc2N2CCCC2)cc1	i	-9%	0%	-0.2%	11%	-1.1	-1%	-2%	0%
COc1ccc(-c2noc(-c3ccc(Cl)cc3)n2)cc1	i	-4%	-3%	3.4%	2%	0.5	-8%	1%	?
Cc1ccc(C(=O)NC=C(Cl)Cl)cc1	i	-4%	-1%	3.2%	4%	-2.5	-5%	7%	15%
COc1ccc(C2=CC(c3cc(OC)c(OC)c(OC)c3)NC(=S)N2)cc1 (stereo not drawn)	i	0%	-3%	-0.4%	-15%	-2.0	-13%	3%	?
CC(=O)c1ccc(OCC(O)Cn2nnc3ccccc32)cc1 (stereo not drawn)	i	12%	-3%	6.9%	13%	-1.3	-5%	-8%	13%
Cc1cc(OCC(=O)NC(Cc2c[nH]c3ccccc23)C(=O)O)ccc1Cl (stereo not drawn)	/	/	/	-0.8%	2%	/	0%	/	6%
CCOc1cc(S(=O)(=O)NCc2ccc3c(c2)OCO3)ccc1F	i	2%	-1%	1.6%	?	0.5	10%	4%	-15%
CCOC(=O)c1c(NC(=O)CSc2nc3cccnc3n2C)sc(C(C)=O)c1C	i	-11%	0%	-0.5%	-27%	-1.2	-11%	7%	-14%
CC(NC(=S)NNS(=O)(=O)c1cccc([N+](=O)[O-])c1)c1ccccc1 (stereo not drawn)	i	1%	0%	-1.2%	-20%	-1.1	-7%	1%	-4%
CCN(CC)CCNC(=O)c1nn(-c2ccc(OC)c(Cl)c2)c(=O)c2c1c1ccccc1n2C	/	/	/	0.9%	-10%	/	0%	/	32%
CCn1c(C(=O)O)c(CC(=O)Nc2ccccc2F)c2ccccc21	i	-2%	0%	-0.2%	-9%	0.2	-1%	-6%	?
Fc1cc(Br)cc(F)c1NC(=S)N1CCOCC1	i	5%	?	0.3%	2%	-1.6	-9%	-6%	22%
O=C(Cn1nnc(-c2ccccc2F)n1)Nc1cccc2ncccc12	i	2%	-1%	-0.3%	-5%	-2.1	-7%	12%	-20%
CC(OC(=O)c1ccc(-c2ccc([N+](=O)[O-])cc2)o1)C(=O)NC(N)=O (stereo not drawn)	i	4%	1%	0.2%	?	1.4	4%	1%	5%
Cc1ccc2cccc(OCCCOc3ccccc3F)c2n1	i	14%	0%	4.6%	-9%	-3.2	8%	-25%	-6%
Cc1ccccc1Cn1nnc2c(=O)[nH]c(C3CCN(C(=O)c4ccccc4Cl)CC3)nc21	/	/	/	-0.3%	?	/	0%	/	14%
COc1ccc(CCNc2oc(/C=C/c3ccc(OC)c(OC)c3)nc2C#N)cc1	/	/	/	6.7%	-1%	/	1%	/	12%
Nc1ccc(N2CCN(c3cccc(Cl)c3)CC2)cc1	i	1%	1%	2.1%	-37%	0.2	1%	3%	?
CCOc1ccc2nc(NC(=O)C3CCCN(S(=O)(=O)c4c(C)noc4C)C3)sc2c1 (stereo not drawn)	i	6%	-2%	-0.2%	0%	0.3	-26%	-17%	21µM*
CC(=O)c1ccc(N2CCN(S(=O)(=O)c3cc4[nH]c(=O)c(=O)[nH]c4cc3C)CC2)cc1	i	3%	-1%	-0.5%&0.0%	6%&11%	1.3	-2%&9%	15%	?
CC(C)(C)n1nnnc1C(c1cccnc1)N1CCN(C(=O)c2ccco2)CC1 (stereo not drawn)	i	11%	1%	0.4%	?	-5.3	11%	-1%	4%
Cc1cc(C)c(NC(=S)NC(CO)(CO)CO)c(C)c1	i	6%	0%	-0.5%	-1%	3.0	5%	0%	7%
COC(=O)/C=C(\C)NC(=O)c1ccccc1Cl	i	6%	-3%	1.5%	2%	0.1	13%	-3%	/
O=C(NCCCn1ccnc1)c1ccc(Cl)cc1	i	3%	1%	-0.2%	22%	1.1	1%	-3%	-13%
CCn1cc(C(=O)NCCc2ccccc2)c(=O)c2cc(S(=O)(=O)N(C)C3CCCCC3)ccc21	/	/	/	-0.2%	1%	/	0%	/	-3%
COc1cc2c(c(OC)c1OC)C(c1ccc3c(c1)OCO3)CC(=O)O2 (stereo not drawn)	i	12%	0%	0.0%	37%[activator]	-0.5	0%	40µM*	15%
O=C(O)c1cccc(NC2=C(n3nnc4ccccc43)C(=O)c3ccccc3C2=O)c1	i	0%	0%	0.6%	-3%	-1.6	-29%	-2%	?
CN(C)CCCN(CCCNC(=O)/C=N/O)Cc1ccccc1	i	-5%	0%	3.7%	1%	2.4	?	3%	9%
O=C(Nc1ccncc1)c1cc(C2CCCCN2C(=O)CCc2ccccc2)on1 (stereo not drawn)	i	13%	/	5.8%	-2%	-1.2	/	14%	/
CC(C)c1ccc(C(=O)CC2(O)C(=O)N(CN3CCOCC3)c3ccccc32)cc1 (stereo not drawn)	i	5%	1%	3.2%	-8%	-1.3	-2%	5%	7%
COCCOC(=O)/C(=C/c1ccc(OC(=O)c2ccccc2)cc1)C(C)=O	i	8%	-2%	1.3%	-25%	1.1	-2%	-6%	-7%
COC(=O)c1ccccc1NC(=O)CNC(=O)c1ccc(OC)c(OC)c1	i	6%	-2%	-0.3%	-7%	0.7	5%	-2%	?
COc1ccc(CCN2C(=O)CCC2(C)C(=O)NCc2cccnc2)cc1OC (stereo not drawn)	i	13%	-3%	-0.4%	6%	-3.6	5%	-6%	5%
CCOC(=O)C(C)N1C(=O)S/C(=C/c2cc(C)n(-c3ccccn3)c2C)C1=O (stereo not drawn)	i	7%	0%	0.2%	1%	0.1	-18%	1%	?
O=[N+]([O-])c1cccnc1Oc1ccccc1F	i	10%	0%	0.1%	-25%	-0.2	-22%	0%	-21%

Full records from above:
Cc1ccc(C(=O)NC=C(Cl)Cl)cc1 reads Akt phos inh = i; EPAC2 agonist = -4%; MmCpn inh = -1%; Nrf2 activator = 3.2%; TGFb inhibitor = 4%; CCT chaperon mod = -2.5; A549 viability = -5%; EPAC2 antag = 7%; Nrf2 inh = 15%
O=[N+]([O-])c1cccnc1Oc1ccccc1F reads Akt phos inh = i; EPAC2 agonist = 10%; MmCpn inh = 0%; Nrf2 activator = 0.1%; TGFb inhibitor = -25%; CCT chaperon mod = -0.2; A549 viability = -22%; EPAC2 antag = 0%; Nrf2 inh = -21%
CC(C)CNS(=O)(=O)c1ccc(S(=O)(=O)N2CCN(C3CCCC3)CC2)cc1 reads Akt phos inh = i; EPAC2 agonist = 8%; MmCpn inh = 3%; Nrf2 activator = 0.4%; TGFb inhibitor = -54%; CCT chaperon mod = 0.7; A549 viability = -6%; EPAC2 antag = 5%; Nrf2 inh = -22%

Quoted from the listing.
O=C(Nc1ccncc1)c1cc(C2CCCCN2C(=O)CCc2ccccc2)on1 (stereo not drawn) | EPAC2 antag: 14%
CC(C)c1ccc(C(=O)CC2(O)C(=O)N(CN3CCOCC3)c3ccccc32)cc1 (stereo not drawn) | MmCpn inh: 1%

(listing goes on)
SMILES	Akt phos inh	EPAC2 agonist	MmCpn inh	Nrf2 activator	TGFb inhibitor	CCT chaperon mod	A549 viability	EPAC2 antag	Nrf2 inh
Cc1ccc(-c2nc(SCC(=O)c3c(N)n(C4CC4)c(=O)[nH]c3=O)n[nH]2)cc1	i	-8%	-2%	-0.1%	3%	-1.7	10%	19%	5%
O=C(Cn1cncn1)N/N=C/c1ccncc1	i	6%	1%	0.2%	-10%	-2.6	11%	3%	3%
COc1ccc(Nc2ncnc3sc(C)cc23)cc1	/	1%	-1%	4.6%	0%	-82*	-3%	-2%	?
CSc1ccccc1NC(=O)CN(C)C(=O)COc1ncnc2ccccc12	i	-10%	-1%	-1.1%	19%	1.4	2%	7%	6%

This is a subset (hit frequency here may not be typical).
